# mIAP inh: inhibitors of mouse IAP, primary screen, biochemical, luminescence, uHTS; purified mouse IAP, CDP-Star luminescence, 30 min; intestinal alkaline phosphatase [Mus musculus]; 0.2% of 330,000 active; AID 2806, 2010; inhibition, % at 10 µM;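 active means inhibition of at least 40% at 10 µM in the primary screen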;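 further: plate controls were DMSO with enzyme for no effect and no enzyme wells for full effect; values of inactives mirror those of a sister screen read the other way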
# hIAP act: human IAP activators, primary screen, biochemical, luminescence, uHTS. Intestinal-type alkaline phosphatase (Homo sapiens), P09923. purified human IAP, CDP-Star luminescence, 30 min; active compounds read high; 1 = vehicle-only enzyme, 0 = enzyme-free background. activation factor at 10 µM. 0.16% of 330,000 active;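 active means activation factor of the enzyme at least 2-fold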; further: the source names both 10 and 20 µM as test concentration; values of inactives mirror those of a sister screen read the other way
# TIM10 inh: growth inhibitors of isogenic TIM10 control yeast, primary screen, counter-screen for tim10-1 yeast inhibitor project, luminescence, uHTS | S. cerevisiae TIM10 strain growth, BacTiter-Glo luminescence, 24 h | 1.4% of 330,000 active | inhibition, % at 10 µM;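 active means inhibition of 40% or more at the single tested concentration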;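 further: wild-type TIM10 isogenic control strain grown at permissive 25 °C; 0% = DMSO yeast wells and 100% = minimal medium wells without yeast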
# Apaf-1 inh: inhibitors of human Apaf-1 apoptosome, primary screen, biochemical, DEVD-Rh110 fluorescence, uHTS; Apoptotic protease-activating factor 1 (Homo sapiens), O14727; reconstituted apoptosome caspase-3 activity; inhibition, % at 20 µM; 0.71% of 330,000 active; AID 489030, 2010; active means inhibition of at least 40% at 20 µM;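 further: plate controls were DMSO wells for no effect and DEVD-CHO caspase inhibitor wells for full effect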
# Target sequence (O14727 whole entry, looked up): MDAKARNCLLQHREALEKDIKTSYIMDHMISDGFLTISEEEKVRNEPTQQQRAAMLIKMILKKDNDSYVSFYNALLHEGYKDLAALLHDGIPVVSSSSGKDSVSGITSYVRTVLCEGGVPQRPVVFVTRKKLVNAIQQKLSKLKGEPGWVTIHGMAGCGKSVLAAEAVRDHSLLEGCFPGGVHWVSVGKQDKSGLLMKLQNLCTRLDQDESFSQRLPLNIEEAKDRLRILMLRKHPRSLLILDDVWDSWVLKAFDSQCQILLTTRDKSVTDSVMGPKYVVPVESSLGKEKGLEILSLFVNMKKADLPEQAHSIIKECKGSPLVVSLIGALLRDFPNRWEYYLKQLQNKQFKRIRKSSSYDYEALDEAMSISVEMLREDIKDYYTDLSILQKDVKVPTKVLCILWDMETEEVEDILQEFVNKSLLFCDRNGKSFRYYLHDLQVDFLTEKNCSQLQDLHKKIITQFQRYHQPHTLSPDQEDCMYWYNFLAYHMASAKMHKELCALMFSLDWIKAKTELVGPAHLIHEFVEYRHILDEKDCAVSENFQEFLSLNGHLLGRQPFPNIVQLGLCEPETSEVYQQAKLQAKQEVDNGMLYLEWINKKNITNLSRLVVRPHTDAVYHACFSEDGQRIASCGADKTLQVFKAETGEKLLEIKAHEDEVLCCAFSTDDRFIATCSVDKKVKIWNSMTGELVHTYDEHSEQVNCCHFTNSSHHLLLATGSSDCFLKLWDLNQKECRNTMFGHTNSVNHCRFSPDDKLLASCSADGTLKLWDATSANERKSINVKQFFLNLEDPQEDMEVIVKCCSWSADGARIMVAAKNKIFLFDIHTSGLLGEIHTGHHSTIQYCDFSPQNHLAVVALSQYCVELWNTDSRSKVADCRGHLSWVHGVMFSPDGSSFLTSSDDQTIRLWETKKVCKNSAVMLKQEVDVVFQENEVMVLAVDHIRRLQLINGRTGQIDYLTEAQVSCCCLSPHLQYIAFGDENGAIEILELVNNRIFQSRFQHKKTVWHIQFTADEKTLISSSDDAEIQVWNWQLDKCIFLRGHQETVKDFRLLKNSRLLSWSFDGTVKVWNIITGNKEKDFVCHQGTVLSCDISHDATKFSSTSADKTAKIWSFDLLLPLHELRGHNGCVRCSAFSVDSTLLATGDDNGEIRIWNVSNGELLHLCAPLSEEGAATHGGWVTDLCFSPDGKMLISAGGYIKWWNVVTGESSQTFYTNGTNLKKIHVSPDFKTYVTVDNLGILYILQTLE
#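 Material: reconstituted apoptosome with Apaf-1, cytochrome c, caspase-9, procaspase-3, dATP; medium: pH 7.5 Hepes buffer with CHAPS, BSA, DTT; also added: cytochrome c and DEVD-Rh110 substrate; timing: 30 min plus 50 min, RT; signal: Rh110 fluorescence intensity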
# tim10-1 inh: growth inhibitors of tim10-1 mutant yeast, primary screen, luminescence, uHTS. S. cerevisiae tim10-1 ts strain growth, BacTiter-Glo, 24 h. inhibition, % at 20 µM. 2.2% of 330,000 active. AID 463190, 2010;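 active means inhibition of at least 40%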;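 further: mutant grown at 25 °C; 0% = DMSO wells with yeast and 100% = wells holding no yeast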
# NLRP3 yeast inh: NALP3 inflammasome inhibitors in reconstituted yeast, primary screen, luminescence, uHTS. inhibition, % at 10 µM. Yeast reconstituted NLRP3/ASC/caspase-1, beta-gal luminescence, 24 h. 0.39% of 330,000 active. AID 2825, 2010;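 active means inhibition of 50% or more; inactive means inhibition below 50%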;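 further: plate controls were induced DMSO wells for no effect and uninduced yeast grown without galactose for full effect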
# mIAP activ: activators of mouse IAP, primary screen, biochemical, luminescence, uHTS; intestinal alkaline phosphatase [Mus musculus]; activation factor at 10 µM; muIAP, CDP-Star luminescence, 30 min; active compounds read high; 1 = vehicle-only enzyme signal, 0 = enzyme-free wells; 0.24% of 330,000 active;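 active means activation factor of at least 2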; further: the source names both 10 and 20 µM as test concentration; values of inactives mirror those of a sister screen read the other way
#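 Assay system: mouse IAP enzyme; Reagent: CDP-Star chemiluminescent phosphatase substrate; Compound: DMSO-dissolved test compounds; Incubation: 30 min, room temperature; Technique: luminescence from enzymatic CDP-Star hydrolysis; Controls: DMSO-only wells and no-enzyme negative control.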
# ATG4B inhibitor: ATG4B protease inhibitors, primary screen, biochemical, fluorescence, uHTS. Cysteine protease ATG4B (Homo sapiens), Q9Y4P1. ATG4B cleavage of LC3-PLA2, NBD-HPC fluorescence, 1 h. 0.51% of 340,000 active. inhibition, % at 8.33 µM; in the data active means inhibition above about 40%
# hIAP inh: human IAP inhibitors, primary screen, biochemical, luminescence, uHTS | inhibition, % at 10 µM | purified IAP, CDP-Star luminescence, 30 min | 0.12% of 330,000 active | AID 2544, 2010 | Intestinal-type alkaline phosphatase (Homo sapiens), P09923;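 active means inhibition reaching a set limit with compound at 10 µM in the primary screen, cut at about 35% in these data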;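 further: plate controls were DMSO wells with enzyme for no effect and no-enzyme buffer wells for full effect; values of inactives mirror those of a sister screen read the other way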
# * = called active by the depositor.
SMILES,mIAP inh,hIAP act,TIM10 inh,Apaf-1 inh,tim10-1 inh,NLRP3 yeast inh,mIAP activ,ATG4B inhibitor,hIAP inh
Cc1ccc(S(=O)(=O)N2CCC(C(=O)N[C@H](C(=O)NCC3CCCO3)C(C)C)CC2)cc1 (some centres undefined),-7,1.3,-1,0,-3,24,1.1,-5,-27
CC(C)NC(=O)C(Cc1ccccc1)N1C(=O)c2ccccc2C1=O (centres undefined),8,1,11,2,6,3,0.92,-11,0
CSc1ccc(C(=O)C2CCCN(C(=O)CCCn3cncn3)C2)cc1 (centres undefined),-7,1,8,6,7,7,1.1,5,-2
O=C(/C=C/c1ccc([N+](=O)[O-])cc1)N1CCN(Cc2ccccc2)CC1,1,1.2,4,1,22,17,0.99,1,-16
COCCNS(=O)(=O)c1ccc(-c2ccc(S(=O)(=O)NCCOC)cc2)cc1,5,0.91,3,-13,7,21,0.95,4,9
CC(C)(C)NS(=O)(=O)c1ccc(Oc2ncc(C(F)(F)F)cc2Cl)cc1,6,1,30,20,41*,-10,0.94,-3,-3
CCOC(=O)C1(Cc2ccccc2C)CCCN(C(=O)c2cc(CC)nn2C)C1 (centres undefined),11,1,20,4,18,3,0.89,-7,0
O=C(Nc1ccc(F)cc1)Nc1nnc(Cc2ccccc2)s1,-6,1.1,2,21,30,-7,1.1,2,-12
COc1ccc(N2C(=O)CC(NNc3nc4ccccc4s3)C2=O)cc1 (centres undefined),-7,1,-5,-9,-3,14,1.1,-4,-2
COc1ccc(/C=N/NC(=S)Nc2cccc(C(=O)O)c2)cc1,-12,0.96,-4,10,3,6,1.1,1,4
O=C(OCc1c(F)cccc1Cl)c1cnc2ccccc2n1,-9,1,35,1,29,4,1.1,4,-1
CCOC(=O)N1CCN(S(=O)(=O)c2ccc3c(c2)SC(C)C(=O)N3)CC1 (centres undefined),0,1,12,3,13,14,1,-4,-2
CCOc1ncccc1C(=O)NCC(c1ccco1)N1CCCCC1 (centres undefined),-11,1.2,6,3,20,20,1.1,7,-15
COc1ccc(C(=O)N/N=C2/SCC(=O)N2Cc2ccc3c(c2)OCO3)cc1OC,-2,1.1,-9,-5,-8,4,1,-5,-7
COc1ccc(C(=O)N2CCc3ccc(NC(=O)c4ccccn4)cc3C2)cc1F,7,0.9,2,13,37,5,0.93,-4,10
CCN1/C(=C2\OC(=S)N(C)C2=O)C=Cc2ccccc21,12,0.71,-6,-9,-9,22,0.88,-2,29
O=C(COC(=O)Cc1ccc(F)cc1)Nc1ccc2[nH]c(=O)[nH]c2c1,2,1,-26,18,-35,20,0.98,-7,-2
OCC1(CCOc2ccccc2)CCN(Cc2ccc(OC(F)F)cc2)CC1,2,0.81,-20,5,-5,26,0.98,3,19
Cc1ccc(C2(C)NC(=O)N(CC(=O)Nc3ccccc3C(=O)N3CCCCC3)C2=O)cc1 (centres undefined),2,1.2,5,-2,10,13,0.98,-5,-24
CC(C)C[C@H](NC(=O)[C@H](Cc1ccccc1)n1c(=O)[nH]c2ccccc2c1=O)C(=O)N1CCC[C@@H]1C(=O)O,-3,1,6,-6,-6,0,1,4,-3
Cc1ccc(C)c(NC(=O)CN(C)C(=O)CSC(C)C(=O)Nc2cc(C)on2)c1 (centres undefined),7,0.97,-2,2,6,10,0.93,6,2
Fc1ccc(Oc2nccc(-c3ccc(Cl)cc3)n2)cc1,10,0.89,-11,11,12,16,0.9,8,11
CCCc1cc(=O)[nH]c(SCC(=O)Nc2cc(S(=O)(=O)N3CCOCC3)ccc2Cl)n1,-4,1.1,-8,3,-6,10,1,-1,-8
CC1CCC(NC(=O)C2CCN(S(=O)(=O)c3ccc4nc5c(c(C(=O)O)c4c3)CC(C)CC5)CC2)CC1 (centres undefined),9,0.87,-2,-3,-13,11,0.91,-1,13
COc1ccc(-c2noc(CN3CCCCC3)n2)cc1OC,-11,0.94,6,2,-4,14,1.1,-5,6
Cc1cc(O)ccc1NC(=O)CCN1C(=O)c2ccc([N+](=O)[O-])cc2C1=O,-3,1.2,1,1,11,12,1,5,-19
COc1ccc(CCNc2ccc(C(CC(N)=O)NC(=O)c3ccc(Br)cc3)cc2[N+](=O)[O-])cc1 (centres undefined),11,0.71,0,8,1,6,0.89,5,28
O=c1c2ccccc2oc2nc(-c3ccco3)n(Cc3ccccc3)c(=O)c12,12,0.96,26,-14,17,2,0.88,-12,4
CCCCN(CCCC)C(=O)C1(P(=O)(c2ccccc2)c2ccccc2)CCC1,-11,1,13,13,16,1,1.1,-7,-2
CC(Oc1cccc(Cl)c1)C(=O)N(C)CC(=O)Nc1ccc(N2CCOCC2)cc1 (centres undefined),-4,1.1,9,-4,-4,23,1,-4,-10

# Single records, from the list above. Values in the order: mIAP inh, hIAP act, TIM10 inh, Apaf-1 inh, tim10-1 inh, NLRP3 yeast inh, mIAP activ, ATG4B inhibitor, hIAP inh
# CC1CCC(NC(=O)C2CCN(S(=O)(=O)c3ccc4nc5c(c(C(=O)O)c4c3)CC(C)CC5)CC2)CC1 (centres undefined) is entered as 9, 0.87, -2, -3, -13, 11, 0.91, -1, 13
# Cc1cc(O)ccc1NC(=O)CCN1C(=O)c2ccc([N+](=O)[O-])cc2C1=O is entered as -3, 1.2, 1, 1, 11, 12, 1, 5, -19
# COc1ccc(-c2noc(CN3CCCCC3)n2)cc1OC is entered as -11, 0.94, 6, 2, -4, 14, 1.1, -5, 6
# CC(Oc1cccc(Cl)c1)C(=O)N(C)CC(=O)Nc1ccc(N2CCOCC2)cc1 (centres undefined) is entered as -4, 1.1, 9, -4, -4, 23, 1, -4, -10
# CCCCN(CCCC)C(=O)C1(P(=O)(c2ccccc2)c2ccccc2)CCC1 is entered as -11, 1, 13, 13, 16, 1, 1.1, -7, -2

# The results go on:
SMILES,mIAP inh,hIAP act,TIM10 inh,Apaf-1 inh,tim10-1 inh,NLRP3 yeast inh,mIAP activ,ATG4B inhibitor,hIAP inh
Cc1c(C(=O)N(Cc2cccc(Br)c2)C2CCS(=O)(=O)C2)oc2ccccc12 (centres undefined),-1,1.3,25,27,23,7,1,-14,-26
CCOc1cc2[nH]c(=O)n(CCCC(=O)NCc3ccco3)c(=O)c2cc1OCC,4,0.82,4,-5,-1,0,0.96,-14,18
O=C(Cn1c2c(c(=O)n3ncnc13)CCC2)N/N=C/c1ccc(Cl)cc1,-4,0.86,1,2,-9,2,1,-8,14
S=c1[nH]cnc2sc(-c3ccccc3)cc12,9,0.8,28,2,20,36,0.91,-3,20
Cc1ccc(C(OCC(O)CNCc2ccc(F)cc2)c2ccccc2)cc1 (centres undefined),8,1.1,68*,16,64*,33,0.92,15,-11
CCNC(=O)N1CCC(c2nc3ccccc3s2)CC1,-14,0.97,4,9,16,16,1.1,2,3
CN(c1ccc(C(=O)N2CCOCC2)cc1)S(=O)(=O)c1ccc(Cl)cc1,2,1.1,-13,1,2,7,0.98,0,-5
CCCn1nnnc1NCc1c(Cl)cccc1Cl,-16,0.94,4,2,5,7,1.2,-8,6
Cc1cccnc1NC(=O)CCNS(=O)(=O)c1ccc2c(c1)c(=O)n(C)c(=O)n2C,-8,0.92,4,-3,2,-2,1.1,2,8
C=CCN(CC=C)Cc1c(O)ccc2c(=O)c(-c3ccccc3)coc12,4,0.88,-2,4,9,16,0.96,-4,12
COc1cc(S(=O)(=O)N2CCOCC2)ccc1NC(=O)CN1c2cccc3cccc(c23)S1(=O)=O,4,0.86,5,13,14,0,0.96,-8,14
OCC[C@H]1C[C@H](O)[C@@H](O)[C@]2(Cc3ccccc3O2)O1,-6,1,7,5,6,10,1.1,6,-1
Cc1noc(C)c1NC(=O)Nc1cccc2c1O[C@@H](CN(C)C)[C@@H](C)CN([C@H](C)CO)C2=O,3,0.92,5,-4,8,5,0.97,-7,8
Cc1ccc(C(=O)NCCCNC(=O)COc2ccccc2Cl)cn1,9,0.92,7,-3,-12,16,0.91,-4,8
CCOc1ccc(-n2c(C)c(C(C)=O)c3cc(O)ccc32)cc1,-4,0.99,3,-2,-9,2,1,-3,1
CC1Cc2ccccc2N1Cc1cccc(S(=O)(=O)N(C)C)c1 (centres undefined),4,1.1,-17,6,16,1,0.96,10,-9
COc1cc(C(=O)N2CCC(NC(=O)C(Cc3ccc(C)cc3)NC(C)=O)CC2)cc(OC)c1OC (centres undefined),-5,1.1,4,-3,-7,-1,1,4,-6
CCn1cnc2c1c(=O)n(CC(=O)Nc1ccc(C(N)=O)cc1)c(=O)n2Cc1ccccc1,10,1.2,-1,-13,-4,17,0.91,-4,-15
CN(Cc1ccon1)C(=O)C1CCC(=O)N(Cc2ccc(Cl)cc2)C1 (centres undefined),7,1.1,8,2,1,23,0.93,4,-5
CC(=O)Oc1ccc(C(=O)Nc2ccc(S(=O)(=O)N3CCOCC3)cc2)cc1,-3,1.2,-5,-11,7,13,1,1,-16
COc1ccc2c(c1)c1nnc(SCC(=O)N3C(C)CCCC3C)nc1n2C (centres undefined),-3,1,21,17,33,14,1,-9,-1
CC(C)Cc1c(O)nc(SCC(=O)N2CCCCCC2)[nH]c1=O,3,0.92,14,0,-15,4,0.97,7,8
CCCNC(=O)c1ccc(N2CCC3(CC2)CC(c2cccc(Br)c2)=NO3)c([N+](=O)[O-])c1,3,0.95,19,-19,28,11,0.97,-1,5
Nc1ccc(Nc2ccccc2)c(S(=O)(=O)O)c1,27,0.87,1,0,7,-1,0.73,22,13
Cc1ccc(CNC(=O)/C=C/c2cccs2)cc1,0,0.92,-28,1,-14,24,1,-14,8
CCNc1nc(Oc2ccc(=O)n(-c3ccccc3)n2)nc(N2CCOCC2)n1,0,0.94,5,2,8,3,1,4,6
O=C(N/N=C/c1ccc(OC(=O)c2ccco2)cc1)c1ccc[n+]([O-])c1,-2,1.1,16,-9,3,13,1,2,-8
COc1ccc(NCc2nc3ccccc3n2C)cc1,-1,1.2,-8,-4,-12,10,1,6,-16
Cc1ccc(-n2nc3c(=O)n(CC(=O)NCCCc4ccccc4)nc(C)c3c2C)cc1,-10,1.1,-2,10,0,7,1.1,-10,-12
O=C(c1cc(Cl)cc(Cl)c1)N1CCOCC1,2,0.97,-15,-18,4,-11,0.98,9,3
Cc1ccc(CNC(=O)CN2C(=O)NC3(CC(C)CC(C)(C)C3)C2=O)cc1 (centres undefined),5,0.76,-12,-8,1,9,0.95,4,24
Cc1c(Br)c([N+](=O)[O-])nn1CCCC(=O)NC(C)c1ccccc1 (centres undefined),-3,0.84,-5,-13,6,-11,1,4,16
CC(=O)Nc1ccc2nc(NC(=O)COc3ccc([N+](=O)[O-])cc3)sc2c1,0,0.98,4,-20,-8,20,1,-15,2
COC(=O)c1c(-c2ccccc2Cl)noc1/C=C/N(C)C,-5,1.6,27,7,40*,-13,1,-20,-59
COc1ccc(C(=O)N(CC(=O)Nc2sc(C)c(C)c2C(N)=O)C2CCCC2)cc1,-5,0.9,-4,1,8,10,1,-4,10
Cc1ccc2c(c1)c(C)c(C)n2CC(O)Cn1nnc2ccccc21 (centres undefined),-6,1.2,13,25,20,17,1.1,-9,-16

# Assay outcomes deposited in PubChem by Sanford-Burnham Center for Chemical Genomics.
